# Screening data from PubChem.
# Tb PYK inh: T. brucei pyruvate kinase inhibition; TbPYK enzyme, Kinase-Glo Plus ATP luminescence, 45 min; Potency, µM (titrated, usually from 76.8 µM), for inactives: at the top dose activity, negative = inhibition, hits mostly inhibitors; actives 0.12% (n = 410,000); AID 624173; note: potency is the fitted concentration of half-maximal effect; nearly all actives have a fitted effect of over 50% in size
#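 T. brucei PYK with substrate was exposed to pin-transferred compounds across a concentration series, then started with 130 uM ADP (final). After 45 min at room temperature, Kinase-Glo Plus luminescence was read, normalized and curve-fitted.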
# AMA1-RON2 inh: AMA1-RON2 (P. falciparum) interaction inhibition; actives 0.2% (n = 360,000); AID 720542; Potency, µM (highest dose often 58.2 µM), without a hit: at the top dose activity change, negative = inhibition, usual class: inhibitors; AlphaScreen AMA1-biotinylated RON2 peptide binding;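 note: potency is the fitted concentration of half-maximal effect; 0% = vehicle wells and -100% = peptide control; nearly all actives have a fitted effect of over 45% in size; some results filed as inactive show a strong effect at the top dose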
#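 AMA1 (3D7) with his tag at 25 nM final met compounds first, then biotinylated RON2 peptide at 25 nM; detection used donor plus acceptor beads, 10 µg/mL apiece, read by AlphaScreen after 30 min at room temperature.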
# LmPK inhibitor: blocks Leishmania mexicana pyruvate kinase activity; Potency, µM (series often up to 57.5 µM), inactives show top-dose activity change, negative = inhibition, actives largely listed as inhibitors; purified LmPK, Kinase-Glo ATP luminescence, 1 h; actives 0.37% (n = 290,000); note: potency is the fitted concentration of half-maximal effect
# Target sequence (Q27686 whole entry, looked up): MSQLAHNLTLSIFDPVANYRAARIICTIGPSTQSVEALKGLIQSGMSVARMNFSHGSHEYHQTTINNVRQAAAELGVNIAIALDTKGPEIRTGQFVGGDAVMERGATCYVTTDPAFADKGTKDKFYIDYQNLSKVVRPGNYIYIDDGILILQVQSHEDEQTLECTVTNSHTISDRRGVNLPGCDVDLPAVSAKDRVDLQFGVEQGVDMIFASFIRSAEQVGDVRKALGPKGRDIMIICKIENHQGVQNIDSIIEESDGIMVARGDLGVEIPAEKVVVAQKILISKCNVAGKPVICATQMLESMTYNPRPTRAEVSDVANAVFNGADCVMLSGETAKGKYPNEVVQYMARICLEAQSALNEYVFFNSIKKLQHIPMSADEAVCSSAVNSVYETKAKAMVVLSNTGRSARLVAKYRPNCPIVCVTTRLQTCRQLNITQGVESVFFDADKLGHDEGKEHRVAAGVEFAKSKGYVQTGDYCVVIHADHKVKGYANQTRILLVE
#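 Pyruvate kinase activity monitored as ATP production (luciferase luminescence). Conditions: 0.1 nM enzyme, 0.5 mM PEP, 0.1 mM ADP, 1 h, RT; normalized against uninhibited and no-enzyme wells.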
# AmpC inh no detg: AmpC beta-lactamase inhibition without detergent; P00811; AmpC nitrocefin hydrolysis, absorbance 480 nm, 0.0001% Triton; Potency, µM (top dose mostly 57.1 µM), for the others: at the highest dose activity change, negative = inhibition, actives largely listed as inhibitors; actives 0.52% (n = 330,000); AID 485341;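 note: potency is the fitted concentration of half-maximal effect; plate controls were no compound for no effect and no enzyme for full effect; nearly all actives have a fitted effect of over 20% in size; some results filed as inactive show a strong effect at the top dose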
# Target sequence (P00811 whole entry, looked up): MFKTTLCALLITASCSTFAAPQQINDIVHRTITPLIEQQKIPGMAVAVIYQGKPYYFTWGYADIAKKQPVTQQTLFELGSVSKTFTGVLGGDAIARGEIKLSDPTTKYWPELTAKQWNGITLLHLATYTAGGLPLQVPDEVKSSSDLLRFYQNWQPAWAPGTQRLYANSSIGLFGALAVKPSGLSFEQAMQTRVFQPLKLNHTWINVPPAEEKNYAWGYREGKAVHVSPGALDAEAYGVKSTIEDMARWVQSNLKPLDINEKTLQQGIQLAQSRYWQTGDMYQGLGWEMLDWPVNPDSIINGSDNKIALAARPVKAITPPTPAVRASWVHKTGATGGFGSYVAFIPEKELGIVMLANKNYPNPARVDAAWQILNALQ
#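 AmpC (5.3 nM in the dispensed reagent) in 20 mM phosphate pH 7.0 with 0.01% (detergent screen) or 0.0001% Triton X-100 was preincubated with compounds for 15 min at room temperature. Nitrocefin was then added from an 800 uM solution, and hydrolysis was followed at 480 nm.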
# Sm TGR block: inhibitors of Schistosoma mansoni thioredoxin glutathione reductase. purified TGR, DTNB reduction, TNB absorbance 405 nm. AID 485364. Q962Y6. Potency, µM (doses to about 114 µM), for the others: at the top dose activity change, negative = inhibition, most hits filed as inhibitors. actives 3% (n = 360,000); note: potency is the fitted concentration of half-maximal effect; nearly all actives have a fitted effect of over 60% in size
#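 First, TGR (20 nM dispensed) and NADPH were mixed with compound. Second, a 15 min room-temperature incubation followed. Third, further NADPH and then DTNB were added to start the reaction. Finally, TNB absorbance was monitored kinetically.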
# AmpC detergent: blocks E. coli AmpC beta-lactamase in detergent assay; Potency, µM (titrated, usually from 114 µM), inactives show at the highest dose activity change, negative = inhibition, most hits filed as inhibitors; P00811; AID 485294; actives 0.041% (n = 370,000); AmpC hydrolysis of nitrocefin, absorbance 480 nm, 0.01% Triton;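 note: potency is the fitted concentration of half-maximal effect; 0% = no-compound wells and -100% = no-enzyme wells; nearly all actives have a fitted effect of over 25% in size; some results filed as inactive show a strong effect at the top dose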
#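 AmpC (5.3 nM in the dispensed reagent) in 20 mM phosphate pH 7.0 with 0.01% (detergent screen) or 0.0001% Triton X-100 was preincubated with compounds for 15 min at room temperature. Nitrocefin was then added from an 800 uM solution, and hydrolysis was followed at 480 nm.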
# HCMV antiviral: blocks human cytomegalovirus replication; HFF cells, HCMV-luciferase reporter, 72 h; active compounds read low; activity change, negative = inhibition, % at 57.5 µM; actives 4.5% (n = 410,000); in the data active = activity change below about -60%; inconclusive = no clear call, values can overlap the other calls; inactive = above about -39%
#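 Human foreskin fibroblasts infected with luciferase-reporter HCMV at MOI 1 PFU/cell, compounds at two doses. Luciferase measured 72 h post infection; normalized to buffer-only basal and Salinomycin (10uM) controls.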
# The depositor's hits bear a star; ? = inconclusive; / = not tested or not shown; & = joins results of further samples; [ ] = dose if it differs, or a comment. Unless noted, calls come from the whole dose curve; as a rule, active = well fitted curve in the direction sought with a large enough effect; inconclusive = small, poorly fitted or top-dose-only effect, or another doubt; inactive = no such curve, though single readings can be large; an effect the other way counts as inactive or inconclusive. Unless noted, % is set by controls: 0 for no effect and ±100 for the full control effect.
# Below each SMILES: Tb PYK inh, AMA1-RON2 inh, LmPK inhibitor, AmpC inh no detg, Sm TGR block, AmpC detergent, HCMV antiviral
- COc1ccc(CC(NC(C)=O)C(=O)NC2CCN(C(=O)c3ccccc3F)CC2)cc1 (centres undefined)
 : -2%, 3%, -2%, -2%, 0%, 3%, 16
- Cc1ccc(NC(=O)c2ccccc2OCC(=O)Nc2cccc(Cl)c2C)nc1
 : /, /, 4%, -9%[2.29 µM], -3%, -14%, /
- O=C(NCCc1ccc(F)cc1)c1cc(-c2ccncc2)nc2ccccc12
 : /, /, 8%, 31%, 3%, -3%, /
- CC(=O)c1c(C)[nH]c(C(=O)OC2CCOC2=O)c1C (centres undefined)
 : 2%, 14%, -2%, -15%, 0%, ?, 9
- CCOC(=O)c1cccc(NC(=O)CSc2nnc(-c3ccncc3)n2CCCOC)c1
 : -7%, 8%, 2%, 22%, 3%, ?, -36
- COc1ccc(N(C)C(=O)CCC(=O)Nc2ccc3nc(N4CCOCC4)cc(C)c3c2)c(OC)c1
 : -5%, 16%, 5%, 195%[activator], -4%, 12%, 24
- CCc1cc(-c2nnn(CCC3COCCO3)c2CC)cc(CC)c1-c1cn(CCc2c[nH]c3ccccc23)nn1 (centres undefined)
 : -4%, -14%, /, /, /, /, -17
- S=c1[nH]nc(CCCc2n[nH]c(=S)o2)o1
 : ?, 29%, 0%, -17%, 0%, -5%, 46
- CCOc1ccccc1N1C(=O)c2ccc(C(=O)Nc3cccnc3)cc2C1=O
 : 1%, -3%, 5%, -13%, -10%, -11%, 42
- N#Cc1cccc(C(=O)Nc2ccc(S(=O)(=O)Nc3nccs3)cc2)c1
 : 0%, 12%, /, -35%, /, /, -26
- CCc1nc2ccccc2c(C(=O)NCc2ccccc2)c1C
 : -2%, 8%, -4%, 17%, 0%, -9%, -68*
- O=C(/C=C/c1ccc(Cl)cc1)NC(=S)Nc1ccc(CN2CCOCC2)cc1
 : 1%, 3%, 0%, -41%, -2%, 6%, -16
- O=C(Nc1ccnn1C1CCN(C/C=C/c2ccccc2)CC1)c1cccc(F)c1
 : -2%, -7%, -6%, 85%[activator], -4%, ?, 4
- COc1ccc(OC)c(/C=C/C(=O)Nc2ccc(C(=O)OCCC(C)C)cc2)c1
 : -5%, /, /, /, 0%, 6%, -18
- O=C(CSc1ccc2c(c1)OCCO2)N1CCN(c2ccccc2)CC1
 : -4%, 2%, /, 21%, 5%, -5%, 54
- CCOC(=O)c1sc(NC(=O)COc2ccc3c(c2)OCO3)nc1C
 : -6%, -7%, -1%, 0%, -11%, 2%, -22
- O=C(N/N=C/c1ccco1)c1ccc(OCc2ccccc2)cc1
 : -1%, 17%, 2%, -30%, -7%, -1%, 22
- COc1ccc(C2OC(=O)CC2C(=O)NC2CCCC(C)C2C)cc1OC (centres undefined)
 : 3%, 2%, 3%, -11%, -1%, -8%, 3
- CCOC(=O)C1=C(C)NC(C)=C(C(=O)OCC)C1c1ccc([N+](=O)[O-])s1
 : 0%&-15%, -8%&5%, 9%, -21%, ?, -4%, 20&72
- COC(=O)c1ccc(CSc2nnc3ccccn23)o1
 : -2%, -5%, 0%, 117%[activator], -16%, ?, 34
- CCOC(=O)N(C)c1c(CC)nc2c(OCCOc3ccccc3)cccn12
 : 0%, 18%, /, /, /, /, -15
- CCOC(=O)C(=O)N(C)c1c(CC)nc2c(OCc3ccccc3OC)cccn12
 : 2%, -2%, /, /, /, /, 13
- O=C1CN(CC(=O)Nc2ccc(Cl)cc2)CCN1
 : -1%, 0%, 7%, -12%, 1%, -9%, 40
- Cc1ccc(NC(=O)/C(=C/c2cccs2)NC(=O)c2ccco2)c(C)c1
 : 2%, -1%, -2%, -25%, -9%, -3%, -22
- O=C(Oc1ccccc1)c1ccc(COC(=O)c2cnccn2)cc1
 : 0%, 4%, ?, 14%, -1%, -6%, -8
- Cc1ccc(CNCc2ccc3c(c2)OCO3)c(C)c1
 : 4%, -3%, 4%, -18%, 4%, -2%, 22
- Cc1ccc(NC(=O)C2CC(=O)N(c3ccc4c5c(cccc35)CC4)C2)cc1 (centres undefined)
 : 0%, 10%, -1%, 48%, -17%, -3%, 63
- CCOc1ccccc1-n1nnc(S(=O)(=O)c2ccc(C)cc2)c1N
 : 2%, /, /, /, 6%, 11%, -27
- COc1ccc(-c2cc3nc4ccccc4n3c(N)c2C#N)cc1
 : 4%, 7%, 1%, -20%, 11%, 2%, 0
- O=C(NCCc1c[nH]c2ccccc12)c1cccc(Br)c1
 : 0%, -6%, 3%, -21%, 11%, 6%, /
- C[C@@H]1CN([C@@H](C)CO)S(=O)(=O)c2ccc(-c3ccc(C(=O)N(C)C)cc3)cc2O[C@@H]1CN(C)Cc1ccccc1C(=O)O
 : -5%, 0%, /, /, /, /, 18
- Cc1oc2c(CN3CCOCC3)c(O)ccc2c(=O)c1-c1ccc(Cl)cc1
 : 20%, -12%, 2%, 1%, 4%, -2%, ?
- CC(=O)c1sc(NC(=O)CCc2ccccc2)nc1C
 : -3%, -3%, /, /, /, /, -32
- COc1ccc(-c2ccc3c(c2)S(=O)(=O)c2cccc(C(=O)NCCOc4ccccc4Cl)c2C3=O)cc1OC
 : -4%, 11%, /, -27%, /, /, -98*
- c1ccc(CN2CCCC3(CCCN(Cc4nc(CC5CC5)no4)C3)C2)cc1 (centres undefined)
 : 0%, 10%, 6%, 3%, 2%, 6%, 1
- O=C(c1ccccc1)C(Nc1ccccn1)c1ccccc1 (centres undefined)
 : -1%, -18%, -2%, -32%, /, -5%, -29
- CC(C)(C)NC(=O)CN(C(=O)C1CSC(=O)C1)c1ccccc1F (centres undefined)
 : 2%, 11%, -6%, -33%, 1%, -1%, 2
- CS(=O)(=O)N1CCC(NC(=O)Nc2ccc(OC(F)(F)F)cc2)CC1
 : -8%, 0%, /, -7%, -9%, -8%, 14
- O=C(COC(=O)C1=COCCO1)Nc1ccc(F)cc1
 : 0%, 0%, /, -12%, -1%, -11%, -24
- CC1(C)Cc2nc3n[nH]c(N)c3cc2CO1
 : -3%, 15%, 0%, -12%, 1%, -9%, 10
- CC(OC(=O)c1cccs1)C(=O)NCC1CCCO1 (centres undefined)
 : 2%, 4%, -1%, -3%, 0%, 2%, 28
- CCc1ccc(C(=O)NC(CC(C)C)C(=O)O)cc1 (centres undefined)
 : 13%, -3%, -1%, 3%, -8%, -3%, 48
- COc1ccc(CC(=O)Nc2cc(S(=O)(=O)N3CCCC3)ccc2Cl)c(OC)c1
 : -1%, -8%, /, -18%, -11%, ?, -3
- O=C1CN(C(=O)c2ccc(Cl)cc2Cl)C(c2ccc(F)cc2)c2cc(F)ccc2N1 (centres undefined)
 : -13%, /, /, /, 2%, 8%, -11
- Cn1c(N)c(C(=O)COC(=O)Cn2cc(C(F)(F)F)ccc2=O)c(=O)n(C)c1=O
 : -7%, 10%, 0%, -7%, 8%, 2%, 12
- CCN(CC)S(=O)(=O)c1cc(NC(=O)C(CC(C)C)NC(N)=O)ccc1C (centres undefined)
 : -11%, 16%, 0%, -11%, 10%, -11%, -8
- COc1ccc(S(=O)(=O)N2CCCCC2C(=O)O)cc1 (centres undefined)
 : -5%, 1%, -2%, -6%, 3%, 7%, -11
- Cc1ccccc1C1=Nn2c(nnc2-c2ccco2)SC1
 : -28%, -4%, 1%, -16%, ?, 4%, -25
- CC(=O)c1csc(-c2ccccc2)n1
 : 0%, -2%, -6%, -11%, 1%, 1%, -30
- O=C(CCC(=O)Nc1ccccc1)N/N=C/c1ccncc1
 : 1%, 134%[activator], -2%, 12%, 3%, -1%, -25
- O=C(NCc1ccccn1)c1ccc(Cl)c(S(=O)(=O)N2CCCCCC2)c1
 : 2%, 98%[activator], -7%, 33%, -15%, 0%, 22
- COc1cc(N=Cc2c(O)c3ccccc3oc2=O)c(OC)cc1Cl
 : -5%, 8%, 3%, -22%, -1%, -13%, 73
- CC(C)CCn1c(SCC(N)=O)nc2c1c(=O)n(C)c(=O)n2C
 : -7%, 0%, 6%, -8%, -4%, ?, -8
- O=C(NC1CCN(C(=S)Nc2ccc(F)cc2)CC1)C1CCCCC1
 : 0%, -4%, 0%, -2%, 1%, -7%, 14
- CN1CCN(CC(C)(C)NS(=O)(=O)c2ccc(Cl)cc2)CC1
 : 0%, 5%, 0%, -18%, 0%, ?, 10
- Cc1c(NC(C)c2ccccc2O)c(=O)n(-c2ccccc2)n1C (centres undefined)
 : 5%, -1%, 3%, -11%, 40µM*, 2%, 71
- COc1ccc(N2C(=O)[C@@H]3[C@H](C2=O)[C@H](C(=O)c2ccc(OC(C)=O)cc2)N2N=CC=C[C@@H]32)cc1
 : /, /, 2%, 156%[activator], ?, -11%, /
- O=C(COC(=O)c1cc(Cl)ccc1O)Nc1ccccc1C(=O)NC1CC1
 : 6%, 15%, /, -20%, /, /, 0
- Cc1ccc(-c2cc(C(=O)N3CCOCC3)c3ccccc3n2)o1
 : ?, 2%, /, -2%, /, /, -18

# 10 entries from above, bar-delimited:
compound | Tb PYK inh | AMA1-RON2 inh | LmPK inhibitor | AmpC inh no detg | Sm TGR block | AmpC detergent | HCMV antiviral
O=C(CCC(=O)Nc1ccccc1)N/N=C/c1ccncc1 | 1% | 134%[activator] | -2% | 12% | 3% | -1% | -25
O=C(NCc1ccccn1)c1ccc(Cl)c(S(=O)(=O)N2CCCCCC2)c1 | 2% | 98%[activator] | -7% | 33% | -15% | 0% | 22
COc1cc(N=Cc2c(O)c3ccccc3oc2=O)c(OC)cc1Cl | -5% | 8% | 3% | -22% | -1% | -13% | 73
CC(C)CCn1c(SCC(N)=O)nc2c1c(=O)n(C)c(=O)n2C | -7% | 0% | 6% | -8% | -4% | ? | -8
O=C(NC1CCN(C(=S)Nc2ccc(F)cc2)CC1)C1CCCCC1 | 0% | -4% | 0% | -2% | 1% | -7% | 14
CN1CCN(CC(C)(C)NS(=O)(=O)c2ccc(Cl)cc2)CC1 | 0% | 5% | 0% | -18% | 0% | ? | 10
Cc1c(NC(C)c2ccccc2O)c(=O)n(-c2ccccc2)n1C (centres undefined) | 5% | -1% | 3% | -11% | 40µM* | 2% | 71
COc1ccc(N2C(=O)[C@@H]3[C@H](C2=O)[C@H](C(=O)c2ccc(OC(C)=O)cc2)N2N=CC=C[C@@H]32)cc1 | / | / | 2% | 156%[activator] | ? | -11% | /
O=C(COC(=O)c1cc(Cl)ccc1O)Nc1ccccc1C(=O)NC1CC1 | 6% | 15% | / | -20% | / | / | 0
Cc1ccc(-c2cc(C(=O)N3CCOCC3)c3ccccc3n2)o1 | ? | 2% | / | -2% | / | / | -18
